# APE1 inh: APE1 (human) endonuclease inhibition; P27695; recombinant APE1, TAMRA/BHQ-2 abasic DNA cleavage fluorescence; Potency, µM (doses to about 65.8 µM), for the others: at the top dose activity change, negative = inhibition, most hits filed as inhibitors; actives 0.35% (n = 350,000); AID 2517;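 further: plate controls were vehicle for no effect and reference inhibitor for full effect; nearly all actives have a fitted effect of over 55% in size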
#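 Step 1: APE1 (0.75 nM) with compound, 15 min RT. Step 2: add 50 nM fluorophore/quencher THF duplex. Step 3: three fluorescence reads 60 s apart (525/598 nm); read 3 minus read 1 = reaction progress.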
# POLI inh: DNA polymerase iota (human) inhibition. Q9UNA4. Pol iota fluorescent replication assay, 10 min. Potency, µM (doses to about 115 µM), inactives show at the top dose activity, negative = inhibition, usual class: inhibitors. actives 1% (n = 390,000)
# Target sequence (Q9UNA4 whole entry, looked up): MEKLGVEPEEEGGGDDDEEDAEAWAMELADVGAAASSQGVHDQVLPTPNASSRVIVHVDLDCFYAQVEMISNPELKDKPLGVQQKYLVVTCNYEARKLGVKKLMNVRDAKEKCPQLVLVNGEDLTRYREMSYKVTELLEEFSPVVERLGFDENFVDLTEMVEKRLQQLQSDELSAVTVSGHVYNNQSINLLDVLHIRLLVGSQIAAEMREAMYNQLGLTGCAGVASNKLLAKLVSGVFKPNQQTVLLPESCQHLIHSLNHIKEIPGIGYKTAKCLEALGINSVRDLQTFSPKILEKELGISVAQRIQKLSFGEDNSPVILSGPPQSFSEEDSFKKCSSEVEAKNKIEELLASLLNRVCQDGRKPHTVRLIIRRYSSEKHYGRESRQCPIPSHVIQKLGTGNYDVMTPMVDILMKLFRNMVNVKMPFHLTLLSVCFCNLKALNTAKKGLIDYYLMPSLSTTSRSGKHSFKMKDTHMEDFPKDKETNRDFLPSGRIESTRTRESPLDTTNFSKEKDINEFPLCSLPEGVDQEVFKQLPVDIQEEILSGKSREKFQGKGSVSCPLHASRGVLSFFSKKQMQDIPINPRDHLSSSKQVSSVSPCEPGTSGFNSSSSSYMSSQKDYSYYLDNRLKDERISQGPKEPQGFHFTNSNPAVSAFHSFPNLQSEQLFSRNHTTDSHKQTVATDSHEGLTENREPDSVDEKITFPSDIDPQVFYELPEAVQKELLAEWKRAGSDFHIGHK
#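 Pol iota at 10 nM preincubated 15 min with compounds at room temperature; reaction started with fluorescent substrate, 50 nM final. Fluorescence read kinetically at 0 and 10 min; buffer-only wells as negative control.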
# Pol kappa inh: DNA polymerase kappa (human) inhibition; Q9UBT6; purified Pol kappa, fluorescent DNA synthesis assay, 10 min; Potency, µM (titrated, usually from 107 µM), inactives show top-dose activity, negative = inhibition, actives largely listed as inhibitors; actives 0.53% (n = 400,000); AID 588579; further: on the % scale 0 is the no-effect control and ±100 the full control effect
#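 10 nM Pol kappa was preincubated with compounds for 15 min at room temperature. Reaction started with 50 nM (final) substrate. Fluorescence read kinetically at 0 and 10 min.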
# BAZ2B block: inhibitors of human BAZ2B bromodomain | Q9UIF8 | AlphaScreen BAZ2B-H3K14Ac peptide displacement | Potency, µM (highest dose often 114 µM), inactives show at the highest dose activity change, negative = inhibition, hits mostly inhibitors | actives 4.4% (n = 360,000) | AID 504333; further: on the % scale 0 is the no-effect control and ±100 the full control effect; nearly all actives have a fitted effect of over 60% in size
#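 BAZ2B (50 nM) with biotin-H3(5-23)K14Ac peptide (50 nM) in PBS pH 7.4, 0.01% Tween-20, preformed 30 min, then compound 30 min at room temperature; top concentration 110uM. AlphaScreen streptavidin donor/nickel chelate acceptor beads (10 ug/mL final), 20 min dark, signal read.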
# Pol beta inh: DNA polymerase beta (human) inhibition | P06746 | Pol beta primer extension/strand displacement, fluorescence kinetic | Potency, µM (series often up to 114 µM), without a hit: at the top dose activity change, negative = inhibition, hits mostly inhibitors | actives 1.3% (n = 340,000); further: on the % scale 0 is the no-effect control and ±100 the full control effect
#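 Human Pol beta at 10 nM; strand-displacement substrate 50 nM final. Compound exposure 15 min at room temperature before start, reaction 10 min at room temperature.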
# G9a block: blocks human histone lysine methyltransferase G9a. Q96KQ7. G9a H3K9 monomethylation, AlphaScreen, 2 h. Potency, µM (titrated, usually from 102 µM), inactives show at the highest dose activity, negative = inhibition, usual class: inhibitors. actives 8.8% (n = 350,000). AID 504332; further: on the % scale 0 is the no-effect control and ±100 the full control effect; nearly all actives have a fitted effect of over 75% in size
#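 Signal arises when biotinylated H3K9 peptide, once monomethylated, bridges streptavidin donor and antibody-captured acceptor beads. Enzyme at 20 nM was preincubated 15 min with test compounds; peptide 500 nM and SAM 20 uM then reacted for 2 h.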
# POLH inh: DNA polymerase eta (human) inhibition; Potency, µM (doses to about 114 µM), for inactives: at the highest dose activity change, negative = inhibition, most hits filed as inhibitors; recombinant Pol eta, fluorescent DNA replication assay; AID 588591; actives 1.2% (n = 390,000); further: on the % scale 0 is the no-effect control and ±100 the full control effect
#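 Pol eta at 10 nM preincubated with compounds 15 min at room temperature; reaction started with fluorescent substrate (50 nM final) and read kinetically at 0 and 10 min.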
# Apoferritin bind: candidate novel general anesthetic via apoferritin binding | actives 0.074% (n = 350,000) | P02791 | apoferritin/1-aminoanthracene competitive binding, fluorescence | Potency, µM (doses to about 77.5 µM), without a hit: at the top dose activity change, negative = displacement, most hits filed as inhibitors; further: on the % scale 0 is the no-effect control and ±100 the full control effect; nearly all actives have a fitted effect of over 20% in size
#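 Steps: apoferritin (10 uM) was premixed with half-saturated 1-AMA in PBS, compounds were pin-transferred, plates stood 10 min at room temperature, fluorescence was read at 380/535 nm, and curves were fitted with a Hill equation.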
# BLM inh: blocks DNA unwinding by human BLM helicase | recombinant BLM DNA unwinding, fluorescence dequenching | P54132 | actives 0.2% (n = 350,000) | AID 2528 | Potency, µM (top dose mostly 56.1 µM), for the others: at the highest dose activity change, negative = inhibition, actives largely listed as inhibitors;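 further: plate controls were vehicle for no effect and no enzyme for full effect; nearly all actives have a fitted effect of over 35% in size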
# Numbers without * were called inactive; ? = inconclusive; nt = no result given; & = joins results of further samples; [ ] = another dose, or the depositor's remark. The call rests on the fitted dose curve; in most records, active means well fitted curve in the direction sought with a large enough effect; inconclusive means small, poorly fitted or top-dose-only effect, or another doubt; inactive means no such curve, though single readings can be large; an effect the other way counts as inactive or inconclusive. Potency means the concentration at half of the fitted maximal effect.
no.	SMILES	Pol beta inh	Pol kappa inh	BLM inh	Apoferritin bind	BAZ2B block
1	COc1ccc2sc(-c3ccc(S(C)(=O)=O)cc3)c(C(=O)NCCCN3CCCC3=O)c2c1	nt	14.5%	nt	nt	nt
2	Fc1ccc(Br)cc1/C=N/N1CCN(c2ccccc2)CC1	-0.9%	-17.4%	1.7%	4.4%	?
3	Cc1c(N/C(=N/S(=O)(=O)c2ccccc2)c2ccc(Cl)cc2)c(=O)n(-c2ccccc2)n1C	13.6%	-15.9%	3.0%	-7.9%	-2.8%
4	O=Cc1ccc(Oc2ccc(F)cc2)nc1	1.2%	2.7%	-7.5%	-11.4%	-9.0%
5	COc1ccc(-n2c(=O)c(-c3cn(C)c4ccccc34)nc3cnc(N4CCOCC4)nc32)cc1	nt	-2.3%[60.1 µM]	0.4%	nt	nt
6	c1ccc(-c2nnc3n2-c2ccccc2SC3)cc1	-2.6%	-5.6%	-2.2%	-15.7%	0.3%
7	CC(=O)c1ccc(NC(=O)Cn2c(=O)oc3ccccc32)cc1	11.3%	2.2%	-5.2%	-13.0%	-10.6%
8	CCOC(=O)/C(C#N)=N/Nc1ccccc1C(=O)O	12.4%	-4.6%	-2.7%	7.1%	-14.3%

no.	POLH inh	POLI inh	APE1 inh	G9a block
1	-11.0%	25.9%	14.8%	nt
2	-27.4%	-7.0%	-9.8%	-6.0%[0.501 µM]
3	-6.9%	?	6.3%	13.4%
4	-6.3%	-19.0%	-6.1%	-10.4%
5	nt	nt	-3.2%	10.8%[0.501 µM]
6	-7.2%	39.4%[activator]	-1.4%	30.3%[59 µM]
7	-7.8%	11.4%	-0.8%	-25.3%[2.33 µM]
8	-8.1%	-18.8%	0.0%	?

# Full records from above. Order of screens: Pol beta inh, Pol kappa inh, BLM inh, Apoferritin bind, BAZ2B block, POLH inh, POLI inh, APE1 inh, G9a block
# Record of CCOC(=O)/C(C#N)=N/Nc1ccccc1C(=O)O : 12.4%, -4.6%, -2.7%, 7.1%, -14.3%, -8.1%, -18.8%, 0.0%, ?
# Record of COc1ccc(-n2c(=O)c(-c3cn(C)c4ccccc34)nc3cnc(N4CCOCC4)nc32)cc1 : nt, -2.3%[60.1 µM], 0.4%, nt, nt, nt, nt, -3.2%, 10.8%[0.501 µM]

# Later entries.
no.	SMILES	Pol beta inh	Pol kappa inh	BLM inh	Apoferritin bind	BAZ2B block
9	C[C@@H](C(=O)NCCc1c[nH]c2ccccc12)[C@H]1C[C@]1(C)[C@H](NC(=O)OCc1ccccc1)c1ccccc1	3.5%	-20.4%	-6.6%&-7.5%	-3.6%&-9.5%	-37.3%
10	COc1ccc(OCC(=O)NC2CCSc3ccccc32)cc1 (stereo unspecified)	nt	-8.6%	nt	nt	nt
11	O=C(CN1CCC(C(=O)c2ccc(F)cc2)CC1)NCc1ccccc1F	1.7%	2.4%	-11.9%	-6.1%	22.7%
12	COc1ccc(CCN2CC(C(=O)NCCc3cccc(F)c3)CCC2=O)cc1 (stereo unspecified)	2.4%	-5.5%	-0.5%	-5.5%	12.5%
13	Cc1c(C(=O)N2CCC(C)CC2)sc2ncnc(N3CCN(c4ccccc4)CC3)c12	10.1%	-4.3%	1.1%	-8.5%	2.8%
14	N#C[C@@H]1[C@@H]2C(=O)N(c3ccc4c(c3)OCCO4)C(=O)[C@@H]2C2c3ccccc3C=CN21 (stereo partly specified)	19.8%	nt	-19.6%	5.0%	-27.3%
15	CN(C(=O)OCc1ccccc1)C(CC(N)=O)C(=O)O (stereo unspecified)	-14.3%	-4.1%	1.4%	-5.1%	-17.3%
16	CCN(CC)C(=O)c1ccc(-c2nnc(Nc3ccc(O)cc3)c3ccccc23)cc1	3.4%	-7.5%	-9.0%	-5.1%	-5.7%

no.	POLH inh	POLI inh	APE1 inh	G9a block
9	-6.3%	12.8%	-0.5%&-4.1%	?
10	-2.9%	38.4%[activator]	-1.5%	nt
11	-17.2%	65.5%[activator]	83.2%[activator][12.4 µM]	-5.4%[59 µM]
12	0.6%	13.0%	0.6%	-12.2%[12.7 µM]
13	-8.9%	4.1%	-2.0%	-6.6%[59 µM]
14	nt	nt	?	7.94µM*
15	-7.5%	?	-1.6%	5.3%[59 µM]
16	-20.3%	32.2%	18.8%	-16.6%[0.501 µM]

# Already shown: an excerpt of the list.
no.	SMILES	Pol beta inh	Pol kappa inh	BLM inh	Apoferritin bind	BAZ2B block
13	Cc1c(C(=O)N2CCC(C)CC2)sc2ncnc(N3CCN(c4ccccc4)CC3)c12	10.1%	-4.3%	1.1%	-8.5%	2.8%
14	N#C[C@@H]1[C@@H]2C(=O)N(c3ccc4c(c3)OCCO4)C(=O)[C@@H]2C2c3ccccc3C=CN21 (stereo partly specified)	19.8%	nt	-19.6%	5.0%	-27.3%

no.	POLH inh	POLI inh	APE1 inh	G9a block
13	-8.9%	4.1%	-2.0%	-6.6%[59 µM]
14	nt	nt	?	7.94µM*

# (list continues)
no.	SMILES	Pol beta inh	Pol kappa inh	BLM inh	Apoferritin bind	BAZ2B block
17	CCCC(=O)N1c2ncnn2C2(CCCCC2)[C@@H]2CCCC[C@@H]21	8.9%	1.0%	-0.4%	-4.8%	3.7%
18	COc1ccc(N2CCc3c(C)nc(SC)nc32)cc1	3.6%	-0.6%	-5.8%	-5.4%	4.1%
19	CCOC(=O)c1ccc(NS(=O)C23CC4CC(CC(C4)C2)C3)cc1 (stereo unspecified)	14.2%	-2.4%	0.2%	-11.1%	-4.3%
20	CCOc1cc(C#N)ccc1OCC(=O)N1CCN(C(=O)c2cccs2)CC1	nt	3.1%	nt	nt	-4.0%
21	Cc1cc2c(c(C)c1Cl)C(c1ccc3c(c1)OCO3)CC(O)(c1ccccc1)O2 (stereo unspecified)	nt	-10.2%	-12.0%	-1.5%	nt
22	CCCCCCCC(=O)NC(Nc1ccccc1OC)C(Cl)(Cl)Cl (stereo unspecified)	12.8%	-13.3%	-2.3%	-14.5%	-5.1%
23	O=C(CCNC(=O)OCc1ccccc1)NC1CCCCCC1	-11.6%	-4.2%	2.6%	1.1%	3.9%
24	Cc1ccc(/C(O)=C2/C(=O)C(=O)N(CCN3CCOCC3)C2c2cccnc2)cc1 (stereo unspecified)	-2.7%	-2.1%	4.8%	3.4%	10.5%
25	O=C(Nc1ccc(N2CCCC2)cc1)c1cc([N+](=O)[O-])ccc1N1CCOCC1	30.2%	-10.2%	-8.4%	-9.9%	?
26	Cn1c(=O)c2c(ncn2CCc2ccccc2)n(C)c1=O	1.1%	2.5%	-6.2%	-10.5%	-20.7%

no.	POLH inh	POLI inh	APE1 inh	G9a block
17	-8.3%	7.8%	nt	1.6%[59 µM]
18	-9.6%	107.6%[activator]	3.5%	6.3%
19	-13.5%	21.9%	-3.3%	5.01µM*
20	-9.0%	23.5%	11.2%	-6.8%[12.7 µM]
21	nt	-16.0%	-8.5%	nt
22	-1.6%	?	0.6%	15.5%[59 µM]
23	-11.0%	3.0%	0.7%	4.7%
24	-6.1%	-7.5%	-1.9%	?
25	6.0%	34.8%[activator]	-19.0%	nt
26	3.8%	-21.0%	2.1%	-2.1%

# This is a subset, so the mix of outcomes need not match the whole.
